HCMV inh = human cytomegalovirus inhibition | HFF cells, HCMV-luciferase reporter, 72 h; active compounds read low | activity change, negative = inhibition, % at 57.5 µM | AID 1259415 | hit rate 4.5% among 410,000; in the data active = activity change below about -60%; inconclusive = no clear call, values can overlap the other calls; inactive = above about -39%
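Two-dose cell screen: HFF monolayers treated with compounds and infected with luciferase-expressing HCMV at 1 PFU/cell, 72 h at 37C, then lysed for luciferase measurement.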
AmpC inh no detg = blocks E. coli AmpC beta-lactamase in detergent-free assay; hit rate 0.52% among 330,000; AID 485341; Potency, µM (series often up to 57.1 µM), without a hit: at the top dose activity change, negative = inhibition, actives largely listed as inhibitors; P00811; AmpC nitrocefin hydrolysis, absorbance 480 nm, 0.0001% Triton;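 note: potency is the fitted concentration of half-maximal effect; plate controls were no compound for no effect and no enzyme for full effect; nearly all actives have a fitted effect of over 20% in size; some results filed as inactive show a strong effect at the top dose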
Target sequence (P00811 whole entry, looked up): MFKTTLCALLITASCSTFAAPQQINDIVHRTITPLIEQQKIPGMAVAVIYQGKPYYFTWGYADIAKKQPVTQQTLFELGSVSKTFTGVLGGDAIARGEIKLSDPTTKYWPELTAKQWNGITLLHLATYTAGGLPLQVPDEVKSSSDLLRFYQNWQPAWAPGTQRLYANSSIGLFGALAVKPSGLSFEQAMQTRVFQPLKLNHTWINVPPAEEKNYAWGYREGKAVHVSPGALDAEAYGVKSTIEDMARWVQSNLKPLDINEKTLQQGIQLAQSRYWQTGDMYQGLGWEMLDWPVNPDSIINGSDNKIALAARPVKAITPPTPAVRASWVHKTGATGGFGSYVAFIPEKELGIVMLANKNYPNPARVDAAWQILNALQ
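AmpC (5.3 nM in the dispensed reagent) in 20 mM phosphate pH 7.0 with 0.01% (detergent screen) or 0.0001% Triton X-100 was preincubated with compounds for 15 min at room temperature. Nitrocefin was then added from an 800 uM solution, and hydrolysis was followed at 480 nm.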
LmPK inhibitor = LmPK (Leishmania mexicana) enzyme inhibition; Q27686; purified LmPK, Kinase-Glo ATP luminescence, 1 h; Potency, µM (highest dose often 57.5 µM), for the others: top-dose activity change, negative = inhibition, most hits filed as inhibitors; hit rate 0.37% among 290,000; AID 1721; note: potency is the fitted concentration of half-maximal effect
Target sequence (Q27686 whole entry, looked up): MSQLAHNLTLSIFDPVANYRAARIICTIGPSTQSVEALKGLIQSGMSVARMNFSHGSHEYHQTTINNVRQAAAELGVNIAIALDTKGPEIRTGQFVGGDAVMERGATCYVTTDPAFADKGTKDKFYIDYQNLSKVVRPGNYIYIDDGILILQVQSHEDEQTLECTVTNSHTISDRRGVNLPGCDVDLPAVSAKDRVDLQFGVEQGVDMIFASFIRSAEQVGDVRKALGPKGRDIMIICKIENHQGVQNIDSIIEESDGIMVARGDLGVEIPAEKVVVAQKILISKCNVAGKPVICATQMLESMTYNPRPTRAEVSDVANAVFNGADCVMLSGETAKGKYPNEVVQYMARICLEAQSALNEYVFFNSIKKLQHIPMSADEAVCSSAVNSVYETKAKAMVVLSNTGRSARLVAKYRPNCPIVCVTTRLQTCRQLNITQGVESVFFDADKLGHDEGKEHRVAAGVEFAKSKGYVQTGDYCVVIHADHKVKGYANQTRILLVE
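0.1 nM LmPK, 0.5 mM PEP, 0.1 mM ADP; 50 mM imidazole pH 7.2, 7 mM MgCl2, 50 mM KCl; 1 h RT. Kinase-Glo luminescence readout, normalized to no-enzyme (full inhibition) and uninhibited wells.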
AMA1 RON2 block = disrupts binding of P. falciparum AMA1 to RON2. hit rate 0.2% among 360,000. Potency, µM (series often up to 58.2 µM), without a hit: at the top dose activity change, negative = inhibition, usual class: inhibitors. AlphaScreen AMA1-biotinylated RON2 peptide binding;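 note: potency is the fitted concentration of half-maximal effect; 0% = vehicle wells and -100% = peptide control; nearly all actives have a fitted effect of over 45% in size; some results filed as inactive show a strong effect at the top dose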
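AMA1 (3D7) with his tag at 25 nM final met compounds first, then biotinylated RON2 peptide at 25 nM; detection used donor plus acceptor beads, 10 µg/mL apiece, read by AlphaScreen after 30 min at room temperature.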
AmpC detergent = AmpC beta-lactamase inhibition with detergent present; P00811; AmpC hydrolysis of nitrocefin, absorbance 480 nm, 0.01% Triton; Potency, µM (top dose mostly 114 µM), for the others: top-dose activity change, negative = inhibition, usual class: inhibitors; hit rate 0.041% among 370,000; AID 485294;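 note: potency is the fitted concentration of half-maximal effect; 0% = no-compound wells and -100% = no-enzyme wells; nearly all actives have a fitted effect of over 25% in size; some results filed as inactive show a strong effect at the top dose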
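AmpC (5.3 nM in the dispensed reagent) in 20 mM phosphate pH 7.0 with 0.01% (detergent screen) or 0.0001% Triton X-100 was preincubated with compounds for 15 min at room temperature. Nitrocefin was then added from an 800 uM solution, and hydrolysis was followed at 480 nm.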
Tb PYK inh = blocks Trypanosoma brucei pyruvate kinase; hit rate 0.12% among 410,000; Q57TT1; Potency, µM (top dose mostly 76.8 µM), for inactives: at the top dose activity, negative = inhibition, hits mostly inhibitors; TbPYK enzyme, Kinase-Glo Plus ATP luminescence, 45 min; note: potency is the fitted concentration of half-maximal effect; nearly all actives have a fitted effect of over 50% in size
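In this concentration-response screen, enzyme-free wells defined baseline while DMSO plates tracked drift. Each reaction combined TbPYK, substrate, compound and 130 uM ADP for 45 min at room temperature. Kinase-Glo Plus luminescence gave the signal.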
Sm TGR inh = S. mansoni TGR enzyme inhibition. AID 485364. hit rate 3% among 360,000. Potency, µM (doses to about 114 µM), for the others: at the top dose activity change, negative = inhibition, usual class: inhibitors. Q962Y6. purified TGR, DTNB reduction, TNB absorbance 405 nm; note: potency is the fitted concentration of half-maximal effect; nearly all actives have a fitted effect of over 60% in size
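TGR 20 nM + NADPH 100 uM (dispensed conc.), cpd preinc 15 min RT; start with NADPH (500 uM addition) then DTNB (15 mM addition). Kinetic TNB absorbance, 405 nm filter. Four-parameter Hill fit across titration.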
Starred values were filed as active, the others as inactive; ? = inconclusive; · = not tested or not shown; [ ] = another dose, or the depositor's remark. Unless noted, calls come from the whole dose curve; as a rule, active = well fitted curve in the direction sought with a large enough effect; inconclusive = small, poorly fitted or top-dose-only effect, or another doubt; inactive = no such curve, though single readings can be large; an effect the other way counts as inactive or inconclusive. Unless noted, % is set by controls: 0 for no effect and ±100 for the full control effect.

Compound	AmpC inh no detg	Sm TGR inh	LmPK inhibitor	Tb PYK inh	AmpC detergent	HCMV inh	AMA1 RON2 block
CCOC(=O)N1CCN(c2cc(=O)n(-c3ccc(OCC)cc3)c(=O)[nH]2)CC1	-12%	-7%	0%	-1%	2%	44	-2%
CC(C)CN1C(=S)SC(C)(C)C1n1oc(=O)n(-c2ccccc2)c1=O (centres undefined)	-48%	-4%	3%	1%	-7%	19	-9%
CNC(=S)NNC(=O)c1ccc(N(C)C)cc1	-1%	1%	4%	-11%	-1%	10	82%[activator]
CCN(CC)c1ccc(NC(=O)COCc2cc(-c3ccc4c(c3)OCO4)on2)c(C)c1	·	3%	·	-30%	-4%	-17	·
CCOC(=O)c1cnc2c(C)cc(C)cc2c1Nc1ccc(S(=O)(=O)Nc2ncccn2)cc1	-4%	-10%	2%	-3%	?	-5	-1%
COc1cccc(CNC(=O)CSc2nc3c(oc4ccccc43)c(=O)n2CC2CCCO2)c1 (centres undefined)	-10%	3%	·	0%	?	-25	18%
O=[N+]([O-])c1ccc(NC2CCN(Cc3ccccc3)CC2)c([N+](=O)[O-])c1	-1%	4%	2%	-11%	-14%	-5	?
CCOC(=O)c1cc(CC)sc1NC(=O)CSc1nc2ccccc2c(=O)n1Cc1ccco1	-15%	5%	1%	-7%	-14%	-15	-4%
CC(=O)Nc1ccc(C(=O)CSc2nc3ccc(C)cc3[nH]2)cc1	-42%	0%	3%	-11%	?	67	-10%
O=C(/C=C/c1ccccc1)NC(NC(=S)Nc1cccc(Cl)c1)C(Cl)(Cl)Cl (centres undefined)	-57%	1%	-3%	1%	-9%	-75*	-7%
Cc1ccc(SCC(=O)Nc2ccc(-c3nc4ccccc4[nH]3)cc2)cc1	-23%	-2%	6%	-11%	-9%	-34	-2%
CCOc1ccc(-n2ccnc2)nn1	-2%	0%	3%	7%	-2%	17	-8%
COC(CNC(=O)CNC(=S)N(Cc1ccccc1)Cc1cccnc1)OC	2%	6%	-7%	-8%	7%	-40	-1%
Cc1cc(S(=O)(=O)N2CCCC2)ccc1OCC(=O)NCc1ccccc1	-5%	-6%	-8%	-6%	2%	15	5%
O=C(NCCc1ccc(Cl)cc1)C(=O)NCC(c1ccco1)S(=O)(=O)c1ccccc1 (centres undefined)	·	?	·	2%	2%	38	·
O=S(=O)(c1ccc(S(=O)(=O)N2CCCC2)cc1)N1CCCCC1	-9%	-5%	-2%	0%	-6%	·	-4%
O=C1NC(=S)S/C1=C\c1ccc(SCc2ccco2)o1	-49%	1.3µM*	?	?	?	·	?
Cc1ccc(N2C(=O)CC(SCC(=O)Nc3ccc(S(N)(=O)=O)cc3)C2=O)cc1 (centres undefined)	-28%	-17%	8%	1%	1%	-28	18%
Cc1cccc(NC(=O)NC2CC(=O)N(c3ccc4c(c3)OCCO4)C2)n1 (centres undefined)	-20%	-5%	5%	2%	4%	0	-4%
CN(C(=O)CC1C(=O)NCCN1Cc1ccc2ccccc2c1)C1CCOCC1 (centres undefined)	126%[activator]	?	-7%	-2%	-1%	-8	4%
CCCn1c(=O)c2sccc2n2c(CCCC(=O)NCC3CCCO3)nnc12 (centres undefined)	-9%	-1%	1%	1%	3%	-24	8%
O=C(Nc1ccc2c(c1)OCO2)c1noc2c1CCCC2	-16%	-4%	-21%	-11%	-10%	33	-7%
Cc1ccc(S(=O)(=O)Nc2cccc3cccnc23)c([N+](=O)[O-])c1	-50%	2%	1%	-9%	5%	-98*	-8%
COc1ccccc1NC(=O)CSc1n[nH]c(-c2ccco2)n1	·	·	·	-14%	·	0	10%

Sorted by number of heavy atoms (descending): part of the list above.
Compound	AmpC inh no detg	Sm TGR inh	LmPK inhibitor	Tb PYK inh	AmpC detergent	HCMV inh	AMA1 RON2 block
Cc1cc(S(=O)(=O)N2CCCC2)ccc1OCC(=O)NCc1ccccc1	-5%	-6%	-8%	-6%	2%	15	5%
Cc1ccc(S(=O)(=O)Nc2cccc3cccnc23)c([N+](=O)[O-])c1	-50%	2%	1%	-9%	5%	-98*	-8%
O=S(=O)(c1ccc(S(=O)(=O)N2CCCC2)cc1)N1CCCCC1	-9%	-5%	-2%	0%	-6%	·	-4%

Additional structures
Compound	AmpC inh no detg	Sm TGR inh	LmPK inhibitor	Tb PYK inh	AmpC detergent	HCMV inh	AMA1 RON2 block
Cc1cc(C(=O)CSc2nn3c(=O)c(C(C)(C)C)nnc3s2)c(C)n1C	-22%	-29%	3%	-3%	-8%	-20	14%
CCCNC(=O)C1(C)CCCN(C(=O)c2cc(C)nn2C(C)(C)C)C1 (centres undefined)	·	·	·	3%	·	7	6%
CC[C@@]12C(=O)N(c3cccc(F)c3)C(=O)N1[C@H](c1ccc(Cl)cc1)[C@@H]1C(=O)N(C3CCCCC3)C(=O)[C@@H]12	116%[activator]	2%	·	-1%	-1%	?	-13%
O=C1/C(=C/c2ccccc2)SC(=S)N1CCCC(=O)N1CCCCC1CCO (centres undefined)	179%[activator]	-13%	11%	4%	2%	-101*	-1%
COc1ccc(NC(=O)COC(=O)C23CC4CC(CC(O)(C4)C2)C3)cc1Cl	5%	·	·	-6%	·	6	-10%
O=C(N[C@@H](Cc1ccc(O)cc1)C(=O)O)c1cccnc1	-16%	50µM*	-3%	-1%	-3%	-12	-3%
C/C(=N\O)C(C)(C)Nc1ccc(Br)cc1	-16%	3%	7%	5%	5%	23	-7%
Cc1cccc(-n2ncc3c2CCCC3NC(=O)CCN2CCCO2)c1C (centres undefined)	29%	-30%	-4%	-3%	3%	-76*	14%
CCn1nc(C)c(/C=N/NC(=O)c2nc3nc(C)cc(C)n3n2)c1C	-2%	1%	-1%	1%	-7%	6	26%
O=C(CSc1nc2ccccc2n1S(=O)(=O)c1cccc([N+](=O)[O-])c1)NCc1cccs1	-22%	7%	1%	-17%	-11%	1	6%
O=C(Nc1ccccc1-c1ccccc1)C1CCC1	-11%	?	-2%	3%	3%	?	8%
O=C(NCCSCc1c(F)cccc1Cl)c1ccc(CN2CCOCC2)cc1	72%[activator]	-9%	-1%	-2%	-2%	-63*	14%
CCOC(=O)c1[nH]c2ccc(OC)cc2c1NC(=S)N1CCN(c2cccc(C)c2C)CC1	89%[activator]	-1%	1%	-10%	-11%	-12	0%
Cc1ccc(N2C(=O)CCSC23C(=O)N(Cc2ccc(F)cc2)c2ccccc23)cc1 (centres undefined)	·	0%	·	1%[15.4 µM]	-2%	0	·
COc1ccc(/C=N/NC(=O)CNS(=O)(=O)c2ccccc2)cc1	-11%	-8%	·	2%	4%	24	-1%[11.6 µM]
CC(=O)/C(=C/Nc1ccc(Oc2ccccc2)cc1)c1ccccc1	-27%	-1%	1%	2%	-6%	-77*	-28%
CCCn1c(-c2cc(OC)c(OC)c(OC)c2)nc2c1c(=O)[nH]c(=O)n2Cc1ccccc1	45%	-2%	7%	0%	?	73	10%
CN(C)C=Nc1c(Br)cc(Br)c2nonc12	-20%	-29%	1%	-14%	-18%	22	65%[activator]
O=C(Nc1cc(C(F)(F)F)cc(C(F)(F)F)c1)c1ccc(Cn2cc(C(F)(F)F)ccc2=O)cc1	-17%	10%	-2%	1%	-10%	31	-9%
Cn1c(CNC(=O)CSc2nc(-c3cccc(Cl)c3)nc3cc(=O)[nH]n23)nc2ccccc21	·	6%	·	0%	4%	17	·
Cc1ccc(C)c(-n2c3nc(=O)[nH]c(=O)c-3cc3c(C)nn(-c4ccccc4)c32)c1	·	1%	·	-1%	3%	1	·
CCC(=O)N1CCc2cc(S(=O)(=O)NCCC(=O)N3CCN(c4ccccn4)CC3)ccc21	7%	-1%	3%	4%	-10%	16	1%
CC(C)(C)NC(=O)C(c1ccccn1)N(C(=O)c1ccc2c(c1)OCCO2)C1CCCC1 (centres undefined)	40%	-3%	-1%	-1%	-8%	-8	19%
N=C1C(=O)NC(=O)C1c1ccccc1 (centres undefined)	·	·	·	-1%	·	20	-5%
Cc1ccc(C(=O)Nc2nnc(C3CCCCC3)s2)o1	-9%	5%	-6%	0%	?	73	-1%
Cc1cccc2cc(CN(CCN(C)C)C(=S)Nc3ccccc3)c(=O)[nH]c12	-6%	-2%	4%	4%	8%	-19	-1%
CC(C)C1=Nc2cccc3cccc(c23)N1	-8%	1%	0%	?	-7%	32	-6%
CC1CCCCN1C(=S)NC(=O)c1ccco1 (centres undefined)	-10%	-19%	·	-20%	6%	29	54%[activator]
CCNc1ccc(Br)cc(C(=O)/C=C/c2ccc3c(c2)OCO3)c1=O	-52%	?	-2%	?	?	37	-27%
Cc1ccc(CNC(=O)c2[nH]c(C(F)(F)F)nc2-c2ccccc2)cc1	·	·	·	10%	·	-18	-3%
O=C(NCCCN1CCCC1=O)c1ccc(OCc2ccccc2)cc1	40%	4%	-10%	4%	3%	34	-5%
O=C(Nc1ccncc1)c1cc(S(=O)(=O)N2CCCCC2)ccc1Cl	-35%	2%	·	6%	?	-32	-2%
C=CCOc1ccc(/C=C/C(=O)OCC(=O)NC2CCCCCC2)cc1	-18%	-25%	0%	4%	1%	·	0%
COc1cc(C(=O)NCCC(=O)NC2CCCc3ccccc32)cc(OC)c1OC (centres undefined)	0%	-5%	-5%	13%	1%	17	-2%
CC(C)CN1C(=O)C(=O)N(CC(=O)N2CCN(c3ccccc3)CC2)C1=O	-20%	10%	·	1%	?	-10	5%
Cn1nc(C(=O)N2CCN(c3ccc(Cl)cc3)CC2)c2c1-c1ccccc1SC2	·	-7%	·	-2%	14%	-71*	·
CCC1(C2C=COC=C2)NC(=O)NC1=O (centres undefined)	·	·	·	4%	·	37	-1%
COc1ccc(-c2csc3nc(C)nc(N4CCC(C)CC4)c23)cc1OC	37%	7%	-2%	-1%	-2%	36	?
CC(C(=O)N1CCOCC1)c1ccccc1 (centres undefined)	-9%	13%	·	-3%	2%	-20	-5%
O=C(NCc1cccnc1)c1cc2ccccc2oc1=O	-8%	-5%	-9%	-14%	2%	4	-6%
Cc1ccc(SCCC(=O)OCC(=O)Nc2ncc(Cl)cc2Cl)cc1	-10%	-5%	-1%	2%	?	2	5%
